Nrf2 ARE act = Nrf2 pathway activation. AREc32 ARE-luciferase reporter (MCF7-derived line), luminescence, 24 h. Potency, µM (top dose mostly 46.1 µM), inactives show at the highest dose activation, hits mostly activators. 410,000 compounds, 0.31% hits. AID 624171; also: potency is read from the fitted curve at half-maximal effect; % of control where 0% means no effect; nearly all actives have a fitted effect of over 65% in size
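Each well held 1000 AREc32 cells, which were incubated with compound for 24 hr at 37 deg C after overnight attachment, and ARE reporter activity was quantified by firefly luciferase luminescence.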
HepG2 viability = kills HepG2 cells in TGF-b inhibitor counter-screen. HepG2 CAGA-GFP viability, ATP luminescence, 18 h. Potency, µM (top dose mostly 46.1 µM), without a hit: top-dose activity change, negative = cytotoxicity, most hits filed as cytotoxic. 410,000 compounds, 0.76% hits. AID 588856; also: potency is read from the fitted curve at half-maximal effect; some results filed as inactive show a strong effect at the top dose
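HepG2 CAGA-GFP cells (1000/well, DMEM with 1% FBS) received compound, then TGF-beta at 500 pg/mL final, and were incubated 18 hours at 37 degrees C. Viability was read by CellTiter-Glo luminescence. Media-only wells were set as complete cell-killing and DMSO as no toxicity.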
A549 tox = kills or reduces viability of A549 cells in Nrf2 counter-screen. A549 ARE-Fluc cells, CellTiter-Fluor viability, 18-24 h. Potency, µM (doses to about 46 µM), for the others: at the highest dose activity change, negative = cytotoxicity, usual class: inhibitors. 390,000 compounds, 0.16% hits; also: potency is read from the fitted curve at half-maximal effect; % is scaled to controls: 0 for no effect and ±100 for the full control effect
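A549 ARE-Fluc cells in 5% FBS OPTI-MEM, 5000 cells/well, rested 2 h then exposed to compounds in concentration-response for 18-24 h at 37 °C. Viability by CellTiter-Fluor fluorescence (Ex 405/Em 525) after 30 min; luciferase luminescence (BugLite, 15 min, RT) read afterwards.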
TGFb inhibitor = blocks TGF-b signaling | HepG2 CAGA-GFP TGF-b/SMAD3 reporter, GFP fluorescence, 18 h; TGF-beta stimulated, 500 pg/mL final | 410,000 compounds, 1.2% hits | Potency, µM (titrated, usually from 46.1 µM), for inactives: top-dose activity, negative = inhibition, hits mostly inhibitors | AID 588855; also: potency is read from the fitted curve at half-maximal effect; % is scaled to controls: 0 for no effect and ±100 for the full control effect; nearly all actives have a fitted effect of over 65% in size
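Cell-based qHTS in HEPG2 carrying a CAGA-GFP Smad reporter; compounds added before 500 pg/mL final TGF-beta, 18 h incubation at 37 degrees C, GFP fluorescence quantified per cell by imaging cytometry.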
IL-1B inflam inh = inhibitors of inflammasome signaling (IL-1 beta secretion). 360,000 compounds, 4.7% hits. THP-1 LPS/ATP IL-1B secretion, AlphaLISA, 16 h; hits give low values. activity change, % at 57.5 µM; in the data active = activity change below about -50%; inconclusive = mostly about -30% to -49%; also: % is scaled to controls: 0 for no effect and ±100 for the full control effect
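THP-1 cells pretreated 1 hr with compounds (up to 57.5 uM final), then stimulated with LPS (250 ng/mL final) plus ATP (1.25 mM final); secreted IL-1B measured by AlphaLISA after 16 hr, decreased signal indicating inhibition.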
ATXN viability = reduces viability in counter-screen for ATXN expression inhibitors; 400,000 compounds, 0.49% hits; S2 cells (HEK-293 line with an ATXN2-luciferase reporter) viability, CellTiter-Fluor protease fluorescence, 24 h; Potency, µM (series often up to 56.7 µM), usual class: cytotoxic; also: potency is read from the fitted curve at half-maximal effect; nearly all actives have a fitted effect of over 40% in size
Nrf2 inh = inhibitors of Nrf2 signaling. AID 504444. Potency, µM (titrated, usually from 46 µM), inactives show at the top dose activity change, negative = inhibition, actives largely listed as inhibitors. 360,000 compounds, 2.1% hits. A549 ARE-Fluc reporter, luciferase luminescence, 18-24 h; also: potency is read from the fitted curve at half-maximal effect; % is scaled to controls: 0 for no effect and ±100 for the full control effect; nearly all actives have a fitted effect of over 60% in size
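Two sequential reads on A549 ARE_Fluc cells exposed to compound for 18-24 h: a CellTiter-Fluor fluorescence read for viability, then a luciferase luminescence read for Nrf2/ARE activity.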
MCF10A rerep = induces DNA re-replication in MCF 10a normal breast cells. 350,000 compounds, 2.9% hits. MCF 10A DNA re-replication, Hoechst nuclear intensity, 48 h. Potency, µM (top dose mostly 46.1 µM), without a hit: at the highest dose activity, positive = re-replication, usual class: activators. AID 624296; also: potency is read from the fitted curve at half-maximal effect; % of control where 0% means no effect; nearly all actives have a fitted effect of over 50% in size
ATXN2 expr inh = reduces ATXN2 reporter expression in HEK-293 cells | HEK-293 ATXN2-luciferase reporter, luminescence, 24 h | Potency, µM (series often up to 57 µM), without a hit: at the highest dose activity change, negative = inhibition, most hits filed as inhibitors | 360,000 compounds, 0.72% hits | AID 1745845; also: potency is read from the fitted curve at half-maximal effect; % is scaled to controls: 0 for no effect and ±100 for the full control effect; nearly all actives have a fitted effect of over 55% in size
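qHTS (up to 57 uM final) was run with 24 h compound exposure of reporter cells at 37 °C. Each well was multiplexed: SteadyGlo luminescence measured ATXN2-luciferase expression after a fluorogenic Gly-Phe-AFC viability readout (25 uM final).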
Starred values were filed as active, the others as inactive; i = inactive; ? = inconclusive; · = no result given; & = joins results of further samples; [ ] = dose if it differs, or a comment. Unless noted, calls follow the shape of the dose curve; as a rule, active = well fitted curve in the direction sought with a large enough effect; inconclusive = small, poorly fitted or top-dose-only effect, or another doubt; inactive = no such curve, though single readings can be large; an effect the other way counts as inactive or inconclusive. Hits appear at their usual frequency; overall some 8.8% were active at least once.

SMILES	Nrf2 ARE act	HepG2 viability	A549 tox	TGFb inhibitor	IL-1B inflam inh	ATXN viability	Nrf2 inh	MCF10A rerep	ATXN2 expr inh
CCOC(=O)N1CCC(NC(=O)CSCc2cnn(-c3ccccc3)c2-n2cccc2)CC1	1.9%	-2%	-5%	1%	-15	i	-21%	21%	-4%
Cc1cc(C)nc(Nc2n[nH]c(-c3ccccc3Br)n2)n1	2.0%	-10%	1%	11%	35	i	-2%	5%	13%
O=C1/C(=C/c2cccnc2)CC/C1=C\c1cccnc1	0.8%	-13%	-3%	7%	-87*	?	?	?	?
CCNC(=O)CC1C(=O)N(c2ccc(C)cc2)C(=O)N1CCc1ccc(OC)c(OC)c1 (stereo not given)	-0.4%	3%	-2%	-1%	34	i	5%	0%	7%
O=S(=O)(c1ccccc1)N(CC(F)(F)F)c1ccc(C(O)(C(F)(F)F)C(F)(F)F)cc1	-0.2%	-90%&-104%	·	?	0	·	·	·	-10%
c1ccc(CNC2=NCCCCC2)cc1	-1.3%	-3%	-1%	-3%	0	i	5%	1%	9%
O=C(NC1CCCCCC1)C(=S)N1CCOCC1	-0.1%	-23%	-4%	-30%	-7	i	2%	-3%	-16%
COc1ccc(Nc2nc(N3CCCCC3)nc(N3CCCCC3)n2)c(OC)c1	0.0%	2%	-3%	-6%	39	i	?	-2%	2%
COc1ccc(CCN(C)C2CCCN(S(=O)(=O)c3ccc(C)cc3)C2)cc1OC (stereo not given)	1.0%	-34%	0%	?	-1	i	-18%	5%	-12%
O=C(CN1C(=O)C2CCCCC2C1=O)OCC(=O)c1ccc(Cl)s1 (stereo not given)	0.1%	-1%	0%	5%	12	i	-7%	-3%	-15%
COc1ccc(CNc2ncnc3nc[nH]c23)cc1OC	·	1%&4%	?	-4%&4%	·	·	0%&29%	·	·
CCn1c(=NC(=O)CSC(C)=O)sc2cc(F)ccc21	2.9%	-2%	6%	1%	-14	i	·	?	-20%
O=C(O)c1ccccc1-n1cccc1C(=O)O	0.5%	-73%	3%	?	-3	i	11%	-7%	0%
Cc1ccc(CNC(=O)c2ccc(N(C)S(=O)(=O)c3ccccc3)cc2)cc1	0.1%	2%	2%	3%	-15	i	?	16%	3%
O=S(=O)(NCCC(c1ccc(F)cc1)c1ccco1)c1ccccc1 (stereo not given)	4.2%	6%	13%	-14%	-14	i	-14%	?	-3%
COCCCNC(=O)c1c[nH]c2ccc(S(=O)(=O)N3CCC(C)CC3)cc2c1=O	0.1%	-8%	4%	0%	15	i	-5%	0%	-13%
O=C(OCCN1CCOCC1)c1cccs1	0.2%	0%	-1%	19%	-10	i	2%	3%	5%
OCCNNC(=S)NC1CC2C=CC1C2 (stereo not given)	-2.0%	-3%	-8%	14%	-4	?	1%	1%	-6%
O=C(Oc1ccc(Br)cc1C(=S)N1CCOCC1)c1ccc([N+](=O)[O-])cc1[N+](=O)[O-]	10%	-25%	-16%	-11%	-92*	i	-3%	?	-31%
CC(=O)Nc1ccc(NC2(C)C(=O)c3ccccc3C2=O)cc1	-0.8%	7%	1%	3%	6	i	·	-11%	1%

The final three compounds of the section above lead into the next.
SMILES	Nrf2 ARE act	HepG2 viability	A549 tox	TGFb inhibitor	IL-1B inflam inh	ATXN viability	Nrf2 inh	MCF10A rerep	ATXN2 expr inh
OCCNNC(=S)NC1CC2C=CC1C2 (stereo not given)	-2.0%	-3%	-8%	14%	-4	?	1%	1%	-6%
O=C(Oc1ccc(Br)cc1C(=S)N1CCOCC1)c1ccc([N+](=O)[O-])cc1[N+](=O)[O-]	10%	-25%	-16%	-11%	-92*	i	-3%	?	-31%
CC(=O)Nc1ccc(NC2(C)C(=O)c3ccccc3C2=O)cc1	-0.8%	7%	1%	3%	6	i	·	-11%	1%
CCC(C)Sc1nc2c(cnn2-c2ccc(C)c(C)c2)c(=O)[nH]1 (stereo not given)	-1.0%	-9%	0%	2%	20	i	5%	-1%	-3%
Cc1cccc(NC(=O)CSc2cccc3cccnc23)c1C	-0.1%[9.22 µM]	-40%	-2%	?	38	i	-4%	-11%	-12%
Cc1ccc(C2=NOC(c3nnc(-c4ccccc4)o3)C2)cc1 (stereo not given)	0.9%	-3%	-5%	2%	0	i	3%	19%	18%
O=C(c1ccco1)N1CCN(C(=S)Nc2ccc(F)c(Cl)c2)CC1	0.0%	5%	0%	-16%	-10	i	-9%	1%	-11%
Cc1nc(-c2ccc(NC(=O)C3CC3)cc2)cs1	0.2%	-1%	0%	1%	5	i	?	-44%[inhibitor]	40%[activator]
COc1cc(C)ccc1OCc1cc(C(=O)N(Cc2c(C)nn(C)c2C)C2CC2)no1	4.3%	-14%	-13%	-21%	-2	i	-8%	11%	37%[activator]
COc1cccc(/C=N/NC(=O)c2cccc3ccccc23)c1	1.9%	-5%	10%	-6%	33	i	-8%	19%	0%
CCN(CC)S(=O)(=O)c1cccc2cccnc12	0.4%	-20%	-5%	-19%	0	·	-27%	-2%	·
CCOc1ccccc1CNC(=O)Cn1nc(C)c2c(C)n(-c3ccc(C)cc3)nc2c1=O	9.0%	-44%	1%	5µM*	18	?	9.2µM*	-10%	·
CN(CCc1ccccn1)c1ccc([N+](=O)[O-])cn1	-0.8%	0%	-21%	14%	-5	?	?	2%	-3%
COc1ccc(C)cc1NC(=O)c1ccc2c(c1)nnn2C1CCCC1	2.1%	-32%	-8%	?	·	i	?	·	-36%
NC1=NC[C@H](Cc2ccc(O)cc2)N1CCc1cccc2ccccc12	0.4%	11%	-1%	24%	?	i	5%	-14%	8%
COC(=O)c1ccccc1NC(=O)CNCCc1ccc(OC)c(OC)c1	0.2%	-7%	2%	-9%	2	i	17%	-1%	-3%
CSc1ncccc1C(=O)OCc1ccc(Br)cc1	4.4%	-50%	8%	?	3	i	0%	-3%	13%
COc1cccc(C(=O)NC2CCN(C(=O)N3CCCCC3)CC2)c1	-0.9%	-22%	-1%	-15%	38	i	8%	2%	-6%
CC(=O)N(Cc1ccc(Br)cc1)c1cccc(C)c1C	0.5%	-2%	0%	-6%	14	i	1%	?	-5%[11.3 µM]
COc1ccc(C)cc1NC(=O)C(OC(=O)CNC(=O)c1cccc(F)c1)c1ccccc1 (stereo not given)	3.2%	-25%	2%	0%	-3	i	-16%	11%	8%
O=C(Cn1cnc2ccccc2c1=O)Nc1nnc(SCc2ccccc2)s1	0.4%	-3%	7%	1%	?	i	5%	?	6%
Cc1c(C)n(C(=O)CN2CCN(c3ccccc3)CC2)c2ccccc12	2.9%	1%	-6%	-1%	-25	i	?	28%	-4%
c1cc2c(cc1-n1cnnn1)OCO2	0.3%	-13%	-2%	1%	-11	i	-7%	-13%	3%
CCc1nnc(NC(=O)C(=O)NCCOC(=O)c2ccccc2)s1	-0.5%	-22%	0%	10%	17	i	8%	-4%	-2%
COc1ccc(NC(=O)N2C3CCCC2CC(NC(=O)C2CC2)C3)cc1 (stereo not given)	0.1%	5%	0%	5%	23	i	28%	-3%	-3%
CCC1(CC)Cc2ccccc2C(=O)N1	0.1%	1%	-10%	-1%	6	i	-10%	?	10%
O=C(CSCc1c(Cl)cccc1Cl)Nc1ccc2c(c1)OCCO2	0.5%	-29%	-2%	-27%	12	i	15%	-30%	9%
CCOc1ccc(N2CC(C(=O)Nc3ccc(S(=O)(=O)NCC4CCCO4)cc3)CC2=O)cc1 (stereo not given)	0.0%	14%	-3%	18%	-13	·	5%	3%	-10%
COc1cc(OC)cc(C(=O)NCC(=O)OCC(=O)c2cc(C)n(Cc3ccco3)c2C)c1	3.2%	3%	0%	?	9	i	13%	?	9%
CCOCCCNC(=O)c1ccc2c(=O)n(CCCOCC)c(=S)[nH]c2c1	-0.4%	0%	2%	0%	65	i	-27%	1%	-10%
O=C(Nc1cccnc1)c1scc2c1OCCO2	0.0%	-26%	-18%	0%	-8	i	?	-4%	0%
C[C@@H]1COC(=O)[C@H](CC(=O)OC(C)(C)C)C/C=C\C[C@@H](CC(=O)NCCO)C(=O)N1	-0.4%	-24%	1%	-1%	16	i	14%	18%	-4%
COCCCNC(=O)c1ccc(NC(C)=O)cc1	-0.6%	3%	10%	-1%	-12	i	10%	27%	·
COc1ccc(C)c2sc(NC(=O)c3cccc(N4C(=O)CCC4=O)c3)nc12	-0.6%	-4%	9%	1%	28	i	-5%	-43%[inhibitor]	10%
CCCN1CNC(=S)N(c2ccc(C)cc2C)C1	0.1%	22%	12%	8%	·	i	13%	-3%	-16%
Cc1cc(NC(=O)CSC2=NCCS2)no1	-0.2%	5%	0%	4%	12	?	4%	2%	-30%
CCCCCCCCCCCCN1[C@@H](CC(=O)O)c2cc(C(F)(F)F)ccc2S1(=O)=O	3.4%	-70%&-104%	-3%	?	0	?	-5%	16µM*	-22%
CCCN(CC(=O)Nc1ccc(F)c(F)c1F)C(=O)Cn1c(=O)cnc2ccccc21	0.3%	-2%	-6%	-1%	-2	i	5%	1%	-6%
CC(C)[C@H](NC(=O)[C@@H]1Cc2ccccc2CN1C(=O)OC(C)(C)C)C(=O)NC1CCCC1	-0.9%	3%	-20%	-1%	-3	i	?	7%	·
Cc1cc(C(=O)NN)c2cc(Br)ccc2n1	-0.6%	7%	-1%	?	21	?	2%	22%	0%
COCCOC(=O)c1c(NC(=O)CNc2ccc(C)c(F)c2)sc(C(N)=O)c1C	3.4%	-26%	7%	?	7	i	?	?	0%
O=C(O)CN1C(=O)N/C(=C\c2cccn2-c2ccc(P(=O)(O)O)cc2)C1=O	-0.1%	3%	-3%	-5%	·	i	5%	14%	-7%

Assay outcomes (PubChem)
